Screens deposited in PubChem BioAssay by several laboratories.
Rev-erbA mod = Rev-erb alpha (human) modulation | P20393 | Rev-erbα–FITC-DNA binding, fluorescence polarization, 90 min | activity, % at 10 µM | 0.79% of 370,000 active;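 active means activity above about 14%, limit read from the data; passing the limit was not always enough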;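 further: 0% = DMSO wells with 35 nM protein and 100% = DMSO wells with 750 nM protein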
Target sequence (P20393 whole entry, looked up): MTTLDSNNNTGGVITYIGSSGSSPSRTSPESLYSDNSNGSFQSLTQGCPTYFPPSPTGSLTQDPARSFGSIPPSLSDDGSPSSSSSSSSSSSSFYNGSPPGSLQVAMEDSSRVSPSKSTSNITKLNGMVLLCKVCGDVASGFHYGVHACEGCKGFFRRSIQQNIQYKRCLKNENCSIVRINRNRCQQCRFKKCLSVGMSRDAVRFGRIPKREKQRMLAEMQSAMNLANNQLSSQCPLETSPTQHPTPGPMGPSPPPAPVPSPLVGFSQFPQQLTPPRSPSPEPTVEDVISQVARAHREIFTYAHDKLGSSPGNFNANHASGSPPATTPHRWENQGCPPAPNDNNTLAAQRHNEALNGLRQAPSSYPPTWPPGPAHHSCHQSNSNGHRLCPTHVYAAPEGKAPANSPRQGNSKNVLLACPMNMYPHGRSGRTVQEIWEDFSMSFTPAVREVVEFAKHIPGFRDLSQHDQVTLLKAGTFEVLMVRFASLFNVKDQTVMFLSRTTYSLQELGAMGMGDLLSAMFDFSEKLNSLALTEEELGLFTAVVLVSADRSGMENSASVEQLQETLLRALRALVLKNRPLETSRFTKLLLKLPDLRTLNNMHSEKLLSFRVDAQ
ssDAF-12 act = activators of S. stercoralis DAF-12 nuclear receptor | HEK293 ssDAF-12/GRIP1 lit1-tk-luc reporter, luminescence; % of 3 µM dafachronic acid response | activation, % at 6.8 µM | 1% of 370,000 active;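 active means activation above the mean over all tested compounds plus 3 SD, cut at about 0.9% in these data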;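 further: 0% = DMSO-only wells and 100% = 3 µM delta7-dafachronic acid wells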
DAX1 inh-1 = inhibitors of DAX1 repression of SF-1 activated StAR promoter | HEK293T StAR-luciferase reporter, SF-1/DAX-1 repression relief | inhibition, % at 6.8 µM | 1.1% of 370,000 active | AID 652010;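 active means inhibition above the mean over all tested compounds plus 3 SD, cut at about 3.6% in these data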;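 further: 0% = DAX-1 cells with DMSO and 100% = cells lacking DAX-1 with DMSO; higher inhibition means more luminescence from relief of DAX-1 repression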
FXN GAA850 act = activators of GAA850 frataxin (FXN) promoter. HEK293 lucGAA850 FXN promoter luciferase reporter, 24 h; percent of 10 µM SAHA response. activation, % at 6 µM. 0.56% of 360,000 active;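 active means activation above the average of all compounds screened plus 3 SD, cutoff fixed separately per campaign, cut at about 7.5% in these data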;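 further: 0% = DMSO wells and 100% = 10 µM SAHA wells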
hgDAF-12 ag = hgDAF-12 agonism, primary luciferase screen; activation, % at 6.8 µM; HEK293 GAL4-hgDAF12 UAS-luciferase reporter, agonist luminescence; normalized to butyrate control; 1.8% of 370,000 active;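 active means activation above a cutoff set at the mean of all screened compounds plus 3 SD, cut at about 10% in these data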;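 further: 0% = DMSO wells and 100% = sodium butyrate wells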
PG9 binder = PG9 antibody binding by small molecule | TR-FRET gp120-PG9 antibody binding | inhibition, % at 6.7 µM | 0.43% of 360,000 active | AID 624416; in the data active means inhibition above about 8.5%
DAX1 inh-2 = NR0B1 (DAX1) inhibition; P51843; HEK293 Gal4-DAX1 luciferase reporter, luminescence; inhibition, % at 6.75 µM; 0.99% of 340,000 active; AID 504766;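 active means inhibition above the mean over all tested compounds plus 3 SD, cut at about 4.2% in these data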;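 further: 0% = DAX1-transfected cells with DMSO and 100% = empty-vector control cells with DMSO; inhibition shows as a rise in luminescence from relieved DAX1 repression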
Target sequence (P51843 207-470 limits assumed): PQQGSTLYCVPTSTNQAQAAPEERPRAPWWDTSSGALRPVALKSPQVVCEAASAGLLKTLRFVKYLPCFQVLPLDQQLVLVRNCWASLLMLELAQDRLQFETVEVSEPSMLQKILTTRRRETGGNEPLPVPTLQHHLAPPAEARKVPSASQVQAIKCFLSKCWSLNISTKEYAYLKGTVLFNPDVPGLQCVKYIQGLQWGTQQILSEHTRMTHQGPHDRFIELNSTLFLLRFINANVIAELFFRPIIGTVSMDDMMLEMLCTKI
SMARCA2 activ = SMARCA2 function activation, primary screen; MG213 cells, MMTV-luciferase reporter, dexamethasone, overnight; activation, % at 9.1 µM; 1% of 370,000 active; AID 652017; in the data active means activation above about 7.8%;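 further: 0% = vehicle wells and 100% = reference activator wells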
PLCb3 inh = inhibitors of human phospholipase C beta3. Q01970. Purified PLC-beta3, fluorogenic substrate, fluorescence. inhibition, % at 12.2 µM. 0.18% of 370,000 active; in the data active means inhibition above about 11%;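 further: 0% = median of compound wells on plate and 100% = full blocker control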
hcDAF12 agonist = H. contortus DAF-12 activation, primary screen; HEK293 hcDAF-12 lit1-tk-luc reporter, luminescence; 0% DMSO, 100% Δ7-dafachronic acid; activation, % at 6.8 µM; 1.4% of 370,000 active; AID 652067;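 active means activation above the mean of all tested compounds plus 3 SD, cut at about 5.5% in these data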;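 further: 100% = response to 3 µM Δ7-dafachronic acid high control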
HGIII-sPLA2 inh = Inhibits HGIII-sPLA2 liposome hydrolysis, primary screen. QFRET BODIPY PC-A2 liposome hydrolysis, fluorescence. Q9NZ20. inhibition, % at 12.2 µM. 0.56% of 370,000 active;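 active means inhibition above mean plus 3 SD of compounds lying within the high and low control bounds, cut at about 19% in these data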;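 further: 0% = median of test compound wells and 100% = no enzyme DMSO wells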
* hit, by the source's call; · = no result given.

compound	Rev-erbA mod	ssDAF-12 act	DAX1 inh-1	FXN GAA850 act	hgDAF-12 ag	PG9 binder	DAX1 inh-2	SMARCA2 activ	PLCb3 inh	hcDAF12 agonist	HGIII-sPLA2 inh
COc1ccc(N(CCC#N)S(=O)(=O)c2cccc3nsnc23)cc1	4	-1.7	-0.4	1.5	-0.3	-2.8	0.9	3	4	-1.3	-3
Cc1ccc(C2/C(=C(/O)c3ccc(Br)cc3)C(=O)C(=O)N2Cc2ccco2)o1 (stereo unspecified)	6	-0.6	0.6	-0.8	1.0	1.7	1.3	1	-15	0.5	3
COc1cc2c(c(OC)c1OC)-c1c(cc3c(c1OC)OCO3)C1OC2[C@@H](C)[C@H]1C (stereo partly specified)	-1	-1.8	-0.3	-1.1	-0.6	-0.5	0.1	3	2	-2.0	2
Cc1cc(C(=O)OCC(=O)N2CCN(c3ccccc3)CC2)c2ccccc2n1	6	-1.1	-0.9	0.7	0.1	0.3	-1.0	-9	-4	-0.8	-5
N#C/C(=C\c1ccc(-c2ccccc2)cc1)c1nc(-c2ccco2)cs1	-2	-1.0	0.6	2.9	0.2	-1.1	2.0	-3	-11	0.1	16
CC(=O)Nc1ccc(C(=O)CSc2nccc(=O)[nH]2)cc1	1	-1.6	0.2	-0.5	0.1	-0.5	·	2	-2	-0.6	2
CN(Cc1ccc(F)cc1)C(=O)C(c1ccccc1)c1ccccc1	1	-1.0	0.2	0.7	-0.7	-0.6	2.4	-1	1	-1.7	0
CC(=O)Nc1ccc(S(=O)(=O)N2CCN(c3cccc(C)c3C)CC2)cc1	-5	-1.8	-1.7	-0.3	1.1	0.5	-0.9	-6	1	-0.4	-16
CCOC(=O)[C@]12CCCC=C1N(Cc1ccco1)C(=O)[C@H](CC(=O)NCc1cccc3ccccc13)C2	-1	-1.3	-0.6	·	1.2	0.0	·	-2	1	1.8	-26
N#C/C(=C\c1coc2ccccc2c1=O)C(N)=S	0	-1.2	0.2	3.1	-1.6	-2.5	-0.2	0	-17	-0.2	3
O=C(Nc1ncnc2c1ncn2[C@@H]1O[C@H](/C=C/C(=O)N2CCN(c3ccc(F)cc3)CC2)[C@@H](O)[C@H]1O)c1ccccc1	3	-0.8	-1.2	·	1.6	1.1	·	0	1	-0.9	0
CCn1c(SCC(=O)N/N=C(\C)c2ccncc2)nnc1-c1ccccc1	-4	-1.4	-0.3	-0.5	0.9	1.3	-1.6	4	1	-0.7	-9
CCn1c(SCC(=O)Nc2nnc(C)s2)nc2c(c1=O)SC(C)C2 (stereo unspecified)	-2	-1.0	-1.1	0.8	-0.8	-2.6	-0.1	-1	2	0.1	-2
C[C@]12CCC(=O)C=C1CCC1C2CC[C@@]2(C)C1CCC21OCCO1 (stereo partly specified)	-3	-0.9	-0.5	1.9	0.9	1.8	-1.2	-2	2	-2.1	13
Cn1cc([N+](=O)[O-])c(C(=O)N2CCCCCC2)n1	3	-1.3	1.6	-1.1	1.6	-2.2	0.4	-1	-8	3.9	-8
O=C(c1ccc(NS(=O)(=O)c2cccc(C(F)(F)F)c2)cc1)N1CCCC1	-2	-1.0	1.5	2.3	-3.6	-1.0	-0.3	-3	-7	-1.2	-15
CC(O)CNC1c2ccccc2CC1O (stereo unspecified)	-5	-1.0	-0.4	0.0	0.7	0.4	0.4	-2	0	0.7	-2
CC1(C)NC(=O)N(CCCC(=O)Nc2ccc(C(F)(F)F)cc2)C1=O	2	-1.7	-1.3	0.9	0.5	0.7	1.1	-2	-2	1.9	0
COC(=O)c1ccc(C(=O)OC)c(NC(=O)CN(C)Cc2ccccc2)c1	0	-1.9	-0.3	1.2	0.4	0.3	-0.8	-3	-17	-0.1	10
CCOc1ccc(S(=O)(=O)n2ccc(C)n2)c2ccccc12	8	-0.8	-0.8	-0.6	-0.9	-2.8	-0.9	0	-1	0.0	-5
CCN(C(=O)Cn1ccc(C(F)(F)F)n1)c1c(N)n(Cc2ccccc2)c(=O)[nH]c1=O	1	-1.1	-0.9	0.7	-2.7	0.2	0.6	-4	-6	-0.2	11
Cc1ccc(NC(=O)CN(C)S(=O)(=O)c2cnc[nH]2)c(C)c1	1	-1.0	-0.1	0.2	-0.9	0.7	0.2	1	-8	0.9	-1
COc1ccc(Cl)cc1NC(=O)COC(=O)C1CCCCC1	2	-0.8	0.8	2.4	2.9	-1.6	0.0	1	-6	-0.1	4
COCCCNC(=O)c1cn(Cc2c(F)cccc2Cl)nn1	-7	-0.7	-0.4	-0.8	4.3	0.9	0.1	-2	2	1.5	-1
CCCNC(=O)c1ccccc1NC(=O)C1=CSCCO1	2	-0.4	-0.3	-0.5	1.2	-2.9	0.4	3	-1	-0.3	3
Cc1c(NC(=S)NC(=O)c2ccc(-c3ccc(Cl)cc3)o2)cccc1C(=O)O	1	-1.6	0.6	0.7	-0.9	-1.9	1.2	-1	0	-1.7	0
Cn1ccnc1C1CCCCN1Cc1nc(-c2ccc(Cl)cc2)no1 (stereo unspecified)	7	-1.4	-0.7	1.2	12*	1.0	1.4	0	4	-0.4	-4
CCCN1CCN(C(=O)CCNC(=O)Cn2cnc3ccccc3c2=O)CC1	-4	-1.1	-0.1	0.3	0.7	-0.6	-0.4	3	-3	-1.8	2
O=C(NCCO)/C(=C\c1ccc2c(c1)OCO2)NC(=O)c1ccc(Br)cc1	-2	-1.0	0.0	0.7	-0.7	-2.2	-1.6	-1	-5	-0.5	12
Cc1cc(NC(=O)/C(C#N)=C/c2ccc(-c3ccc(SC(F)F)cc3)o2)n(-c2ccccc2)n1	1	-2.4	0.6	1.4	2.2	-2.5	1.2	1	-5	-0.9	-5
CC(Sc1nc2ccccc2s1)C(=O)N(C)Cc1ccccc1 (stereo unspecified)	1	-0.7	-0.5	1.1	2.2	0.1	0.8	-2	-5	0.1	-4
COc1ccccc1CN(CC(=O)NCc1ccc2c(c1)OCO2)C(=O)c1csnn1	1	-1.1	-0.4	-1.5	-2.0	-0.5	0.7	-3	-6	-0.7	0
C/C=C/c1ccc(OCC(=O)Nc2ccc(OC)c(OC)c2)c(OC)c1	0	-2.2	-2.4	-3.2	2.2	-0.5	-1.7	-3	0	-4.2	-9
Cc1ccc(C(C)C)cc1OCCCCN1CCCC1	5	-0.6	0.3	-0.2	0.6	-1.0	0.1	-3	4	1.5	0
CCCCn1nnc(NC(=O)COc2ccc(Cl)c(C)c2)n1	0	-1.9	-0.2	2.2	-0.3	1.7	0.2	-2	-2	-0.1	-11
Nc1cc(=O)[nH]c(SCC(=O)N2CCCc3ccccc32)n1	6	0.0	0.4	2.1	3.0	-0.4	0.0	2	-3	1.8	1
COc1cccc(C(O)c2nc(-c3cccc(C(=O)O)c3)cs2)c1 (stereo unspecified)	2	-1.5	1.8	-2.1	0.6	-1.1	·	-4	-2	0.2	6
OC[C@@H]1CN(Cc2ccco2)C[C@H](n2cnc3c(N4CCOCC4)ncnc32)O1	-6	-1.4	-0.7	2.1	1.9	-1.0	·	-1	0	-0.8	2
CC1(C)CC(=O)C(C=NCc2ccc3c(c2)OCO3)=C(O)C1	0	-1.4	0.2	0.7	-1.5	0.7	-0.2	0	0	-0.8	-1
CCCCOc1ccc(C(=O)NC2CCCCN(Cc3ccc(Cl)cc3)C2=O)cc1 (stereo unspecified)	0	-1.3	-1.9	·	-2.3	·	·	-2	3	-4.5	-2
C=CCn1c(SCC(=O)N2CCc3ccccc3C2)nnc1-c1ccncc1	-1	-1.6	-0.6	2.2	-2.5	-1.9	-1.4	-3	0	0.8	2
C[N+](C)(C)CCCCCCC(=O)/C=N/O	0	0.0	-0.3	2.5	1.0	-1.8	0.3	-2	4	-2.0	0
COc1cccc(OCC(Cn2cnc3ccccc32)OC(C)=O)c1 (stereo unspecified)	1	-1.2	-0.6	3.8	2.2	-1.1	0.8	-3	1	-0.5	-2
Cc1cccc(/C=C2\Sc3ccc(C(=O)N4CCOCC4)cc3N(C)C2=O)c1	5	-1.4	-0.7	-1.5	-0.5	-2.6	0.3	-1	-43	-1.6	-2
COc1ccc(CCn2c(-c3ccccc3)nc3c(c(=O)c4ccccc4n3C)c2=O)cc1	8	-0.7	0.3	·	-1.9	1.2	·	-2	-4	5.8*	11
c1ccc(CSc2n[nH]c(-c3ccco3)n2)cc1	·	-0.7	0.9	2.4	6.8	-1.0	0.3	5	1	0.6	-2
COc1ccc2nc(NC(=O)Cn3cnc4c(=O)n(C)c(=O)n(C)c43)sc2c1	-3	-0.5	-0.8	0.0	-0.4	3.0	0.0	2	1	-0.5	4
COC(=O)c1sccc1NC(=S)N1CCCCC1	6	-0.5	0.8	0.6	-1.2	-0.7	-0.4	2	1	-1.1	10
COc1ccc(CNC(=O)C2CCCN(S(=O)(=O)N3CC(C)CC(C)C3)C2)c(OC)c1 (stereo unspecified)	2	-0.9	-0.1	-1.0	-0.4	0.6	-0.9	-2	-7	-0.4	4
CC(C)(C)C(=O)N1CCN(c2nc3ccccc3o2)CC1	-7	-1.4	-0.1	1.0	8.1	0.3	-0.5	1	-1	-0.9	2

More results follow.
compound	Rev-erbA mod	ssDAF-12 act	DAX1 inh-1	FXN GAA850 act	hgDAF-12 ag	PG9 binder	DAX1 inh-2	SMARCA2 activ	PLCb3 inh	hcDAF12 agonist	HGIII-sPLA2 inh
COC(=O)[C@@]12CCCCN1[C@H](c1ccc(-c3cccc(Cl)c3)c(OC)c1)[C@@H]1C(=O)N(C)C(=O)[C@@H]12	5	-1.4	-1.0	-1.0	-1.6	0.2	0.1	-1	-1	-1.9	2
CCCCc1nc2sc3c(=O)n(N)cnc3c2c2c1CCCC2	2	-1.5	-0.2	1.9	2.2	0.2	0.3	-4	-1	1.1	4
Fc1ccccc1/C=N/Nc1nn[nH]n1	3	-0.4	-0.3	1.4	-1.5	-1.0	1.6	0	5	-1.1	-1
O=C(CCNC(=O)N1CC(=O)Nc2ccccc21)NCc1ccccc1	-10	-1.0	1.5	0.7	4.1	-0.9	1.3	-2	2	0.3	-7
NC(=S)Nc1cc(Cl)cc(Cl)c1	-6	-1.3	-0.9	1.0	0.5	-0.1	·	-3	-7	1.9	9
CC(=O)Nc1cccc(Oc2nc(NCCN(C)C)nc3ccsc23)c1	-7	-1.6	0.7	0.8	4.3	-1.0	·	-5	-2	-0.5	-7
CC(C)(C)NC(=O)C(c1cccs1)N(CC1CCCO1)C(=O)Cn1nnc(-c2cccs2)n1 (stereo unspecified)	3	0.4	-0.7	-0.2	-1.5	-0.3	-1.1	-3	2	0.1	-2
O=C(CCCc1c[nH]c2ccccc12)NCc1ccccc1F	-4	-1.2	0.1	-0.4	1.4	-2.9	-0.6	-3	-10	-1.0	-38

Compounds were not picked by outcome; 7% or so of the library scored in one or more.
